yeast cln2 rad14 = NCI yeast anticancer drug screen, S. cerevisiae cln2 rad14 strain; growth inhibition, % at 50 µM; 8.3% of 78,000 active; AID 165, 2004;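 further: 0% = growth of vehicle-only cultures of the same strain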
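Relative to vehicle controls, growth inhibition of compound-treated cln2 rad14 yeast was recorded.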
mlh1 rad18 = NCI yeast anticancer drug screen, S. cerevisiae mlh1 rad18 strain | % growth inhibition at 50 µM | 11% of 79,000 active;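 further: 0% = growth of vehicle-only cultures of the same strain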
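Test agents were incubated with a yeast strain of defined genotype (DNA damage repair defect). Inhibition of growth was derived by comparison with vehicle-exposed cultures.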
bub3 = NCI yeast anticancer drug screen, S. cerevisiae bub3 mutant strain; % growth inhibition at 50 µM; 9.9% of 78,000 active; AID 167, 2004;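 further: 0% = growth of vehicle-only cultures of the same strain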
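Yeast carrying a defined mutation is treated with each compound, and growth is compared with that of vehicle-exposed cells to give inhibition.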
rad50 = NCI yeast anticancer drug screen, S. cerevisiae rad50 strain; 10% of 79,000 active; % growth inhibition at 50 µM;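 further: 0% = growth of vehicle-only cultures of the same strain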
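Readout: growth inhibition relative to vehicle-treated cultures. Compound exposure was carried out in a genetically defined yeast strain deficient in DNA damage repair.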
yeast sgs1 mgt1 = NCI yeast anticancer drug screen, S. cerevisiae sgs1 mgt1 strain; growth inhibition, % at 50 µM; 10% of 78,000 active;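 further: 0% = growth of vehicle-only cultures of the same strain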
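Percent growth inhibition was derived by comparing compound-exposed mutant yeast with vehicle-exposed cultures. The strain carries alterations in DNA damage repair.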
yeast mec2-1 = NCI yeast anticancer drug screen, S. cerevisiae mec2-1 strain; 9% of 79,000 active; growth inhibition, % at 50 µM;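 further: 0% = growth of vehicle-only cultures of the same strain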
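Using mec2-1 yeast: add compound, measure growth, express inhibition versus vehicle-treated cultures.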
An asterisk follows results filed as active; / = not tested or not shown; & = joins results of further samples. No stated cut-off is given here; in the data, active means growth inhibition above about 70%; inactive means the rest.

1: OC(CN1CCCCC1)c1cc(Cl)cc(Cl)c1Cl (centres undefined)
2: CCS(=O)(=O)/C=C/c1cccs1
3: O=C(O)C1(N(CCO)CCO)CCCC1
4: S=C(NCCN1CCCC1)Nc1ccccc1
5: O=C1CCC2OC(=O)C3CCCC1C23 (centres undefined)

assay / entry	1	2	3	4	5
yeast cln2 rad14	-27	-48	-35	-79	0
mlh1 rad18	29	-18	-2	-16	-14
bub3	14	5	-11	9	-3
rad50	4	-9	-16	-3	-6
yeast sgs1 mgt1	10	-9	3	-4	-19
yeast mec2-1	16	-8	-12	-4	-2

6: O=[N+]([O-])c1cc([N+](=O)[O-])c(/C=C/c2cccc3ccccc23)cc1/C=C\c1cccc2ccccc12
7: O=C(Nc1ccc(F)cc1)N1CCCCC1
8: CCC(=O)OCC1OC(Oc2ccc(N=Nc3ccccc3)cc2)C(OC(=O)CC)C(OC(=O)CC)C1OC(=O)CC (centres undefined)
9: c1ccc(-c2cn3ccccc3n2)cc1
10: O=C(c1ccccc1)c1oc2ccc(Br)cc2c1-c1cnn(-c2ccccc2)c1

assay / entry	6	7	8	9	10
yeast cln2 rad14	-4	9	1	1	15
mlh1 rad18	-5	33	28	-33	22
bub3	-4	17	13	-31	-4
rad50	17	8	19	-35	29
yeast sgs1 mgt1	11	37	34	-24	12
yeast mec2-1	-6	47	3	-44	-10

11: CSCCC(NCc1c(O)ccc2c(-c3ccccc3)cc(=O)oc12)C(=O)O (centres undefined)
12: OCCNCc1cccc(-c2ccccc2)c1O
13: COc1ccc(Cc2ccccc2)cc1
14: COc1ccc(C2=CN(S(=O)(=O)c3ccc(C)cc3)CCc3ccccc32)cc1
15: Cc1ccc(C(=O)Nc2ccc(CP(=O)(O)O)cc2CP(=O)(O)O)cc1N

assay / entry	11	12	13	14	15
yeast cln2 rad14	-2	-19	8	-60	6
mlh1 rad18	-31	17	7	-24	2
bub3	-3	8	-5	-7	-15
rad50	-23	25	-2	-31	-25
yeast sgs1 mgt1	-30	16	17	-32	19
yeast mec2-1	-20	3	-13	-11	-15

16: CSC1=NC=C(C#N)C2=NC(c3ccc(Cl)cc3)NN12 (centres undefined)
17: Cc1cccc(Nc2ccccc2C(=O)O)c1C
18: Cc1[nH]c(=O)nc(CCc2ccccc2)c1-c1ccccc1
19: CCCCCCC(=O)CCCCCCCCCCCCC(=O)OC
20: CCCCCCCCCC1OCC(O)CO1 (centres undefined) (tested in a mixture with another compound)

assay / entry	16	17	18	19	20
yeast cln2 rad14	16	-4	-38	/	86*
mlh1 rad18	15	3	4	13	99*
bub3	16	7	-40	/	89*
rad50	2	-10	0	2	99*
yeast sgs1 mgt1	17	-14	-6	/	99*
yeast mec2-1	2	9	-13	-2	96*

21: CC1=C(C#N)C(C#N)(C#N)C(NN(C)C)C1 (centres undefined)
22: O=S(NCc1ccccc1)c1ccccc1 (centres undefined)
23: c1ccc2c3nnc(c2c1)SCCSCCSc1nnc(c2ccccc12)SCCSCCS3
24: Cc1cc(=O)oc2ccc(C(C)(C)C)cc12
25: OC(CBr)C[n+]1cccc2cc(Cl)ccc21 (centres undefined)

assay / entry	21	22	23	24	25
yeast cln2 rad14	-9	39	1	8	40
mlh1 rad18	-40	76*	-2	2	-6
bub3	-16	36	-5	50	3
rad50	8	26	-14	7	-40
yeast sgs1 mgt1	2	43	0	-1	-29
yeast mec2-1	21	29	-8	7	-13

3 successive entries from above, for reference:
23: c1ccc2c3nnc(c2c1)SCCSCCSc1nnc(c2ccccc12)SCCSCCS3
24: Cc1cc(=O)oc2ccc(C(C)(C)C)cc12
25: OC(CBr)C[n+]1cccc2cc(Cl)ccc21 (centres undefined)

assay / entry	23	24	25
yeast cln2 rad14	1	8	40
mlh1 rad18	-2	2	-6
bub3	-5	50	3
rad50	-14	7	-40
yeast sgs1 mgt1	0	-1	-29
yeast mec2-1	-8	7	-13

Additional compounds:
26: O=C1/C(=C\c2ccc([N+](=O)[O-])o2)Oc2cc(O)ccc21
27: COc1ccc(/C=C/C(C)=O)c(OC)c1
28: Cc1cc(=O)c2c(F)ccc(F)c2[nH]1
29: COc1ccc2ccc3c4c(c(=O)[nH]c3c2n1)CCC4
30: NC(=S)N/N=C(\C(=O)Nc1cccc([N+](=O)[O-])c1)c1nc2ccc([N+](=O)[O-])cc2[nH]c1=O

assay / entry	26	27	28	29	30
yeast cln2 rad14	94*	-21	-36	3	-34
mlh1 rad18	96*	-5	13	31	30
bub3	42	0	-8	10	-4
rad50	95*	3	0	44	0
yeast sgs1 mgt1	96*	2	14	34	-17
yeast mec2-1	92*	-12	4	29	10

Reformatted: 2 of the compounds above.
no. | SMILES | yeast cln2 rad14 | mlh1 rad18 | bub3 | rad50 | yeast sgs1 mgt1 | yeast mec2-1
4 | S=C(NCCN1CCCC1)Nc1ccccc1 | -79 | -16 | 9 | -3 | -4 | -4
29 | COc1ccc2ccc3c4c(c(=O)[nH]c3c2n1)CCC4 | 3 | 31 | 10 | 44 | 34 | 29

The results go on:
31: [Cl][Tb]([Cl])[Cl]
32: O=C(COc1ccc(Cl)cc1)Nc1ccc(I)cc1
33: O=C(NC1CCCCC1)N(C(=O)C(F)(F)F)C1CCCCC1
34: CCN(CC)C/C(C)=C(/c1ccccc1)c1ccccc1S(N)(=O)=O
35: Cn1c(=O)c2c(nc3n2CCC(=O)N3)n(C)c1=O

assay / entry	31	32	33	34	35
yeast cln2 rad14	40	-5	10	-31	8
mlh1 rad18	29	6	15	10	-5
bub3	37	-1	-2	1	5
rad50	16	0	9	6	-11
yeast sgs1 mgt1	32	1	-5	-2	-10
yeast mec2-1	8	-5	4	4	-23

36: CCOC(=O)c1nc2ccccc2nc1NCc1cc(OC)c(OC)c(OC)c1
37: Cc1ccccc1C(=O)Nc1ccccc1-c1ccccc1N
38: CN1N=C(c2ccccc2O)/C(=C/c2c(-c3ccccc3O)[nH]n(C)c2=O)C1=O
39: CCCCC(=O)c1ccc(Br)cc1
40: Cc1ccc(NC(=O)CC/C(CC(=O)C(C)(C)C)=N/NC(=O)c2cc3ccccc3cc2O)cc1C

assay / entry	36	37	38	39	40
yeast cln2 rad14	6	16	1	0	0
mlh1 rad18	-29	15	32	-5	15
bub3	-8	18	5	-9	28
rad50	-15	19	7	-9	28
yeast sgs1 mgt1	-11	34	-6	-6	0
yeast mec2-1	-12	27	-1	-12	21

41: ClCCOCCOc1ccccc1
42: CC[n+]1c([S-])nn(C)c1-c1cnccn1
43: CCOC(=O)N/N=C/C(Br)=C\c1ccccc1
44: Fc1ccc2c(c1)CN(CCN1COc3ccc(F)cc3C1)CO2
45: CC(C)CC(NC(=O)CN)C(=O)O (centres undefined)

assay / entry	41	42	43	44	45
yeast cln2 rad14	9&4	-14	19	7	-7
mlh1 rad18	33&13	-12	23	5	-1
bub3	-4&-3	24	26	-14	-6
rad50	15&22	-3	22	5	-2
yeast sgs1 mgt1	1&23	-9	52	0	-1
yeast mec2-1	-10&20	-5	40	-11	2

46: O=c1c2c(ccc3ccccc32)oc2ccc3ccccc3c12
47: O=Cc1ccccc1OCC(=O)O
48: Cc1c(-c2ccncc2)nc2ccccc2c1C(=O)O
49: C=CCNC(=S)Nc1cccc(O)c1
50: C/C(CCc1ccccc1)=N\NC(N)=S

assay / entry	46	47	48	49	50
yeast cln2 rad14	-45	18	13	-32	-35
mlh1 rad18	16	64	8	-3	10
bub3	-8	-2	19	-11	-6
rad50	15	35	-7	-8	7
yeast sgs1 mgt1	-5	38	1	-12	10
yeast mec2-1	1	-1	5	-12	1

51: CC(=O)Oc1ccccc1-c1cc2ccccc2oc1=O
52: CCOC(=O)C(O)c1ccc(C(C)C)cc1 (centres undefined)
53: Cc1ccc(NC(c2ccccc2)c2ccc3cccnc3c2O)cc1 (centres undefined)
54: CCOC1(c2ccccc2)CCNCC1
55: Cc1ccc(O)c(C)n1

assay / entry	51	52	53	54	55
yeast cln2 rad14	5	-3	60	16	7
mlh1 rad18	12	-19	33	13	-3
bub3	39	5	56	16	0
rad50	-20	5	67	22	4
yeast sgs1 mgt1	1	11	80*	29	0
yeast mec2-1	21	-6	51	-1	14

56: NC(=O)C(Br)Cc1cccc(Cl)c1 (centres undefined)
57: Cc1ccc(N2P(N(C)C)N(c3ccc(C)cc3)P2(=O)N(C)C)cc1 (centres undefined)
58: CCCCC(CC)C(O)C(=O)O (centres undefined)
59: Cc1ccc(P(=S)(c2ccc(C)c3ccccc23)c2ccc(C)c3ccccc23)c2ccccc12
60: Cn1nc2c(c1-c1cccnc1)CCCc1ccccc1-2

assay / entry	56	57	58	59	60
yeast cln2 rad14	2	-6	27	-9	-15
mlh1 rad18	14	6	54	-5	29
bub3	18	4	34	0	69
rad50	30	12	47	-8	10
yeast sgs1 mgt1	13	9	40	-3	14
yeast mec2-1	11	22	46	-6	25

Full records from above:
O=c1c2c(ccc3ccccc32)oc2ccc3ccccc3c12 is listed as yeast cln2 rad14: -45; mlh1 rad18: 16; bub3: -8; rad50: 15; yeast sgs1 mgt1: -5; yeast mec2-1: 1
Cc1cc(=O)c2c(F)ccc(F)c2[nH]1 is listed as yeast cln2 rad14: -36; mlh1 rad18: 13; bub3: -8; rad50: 0; yeast sgs1 mgt1: 14; yeast mec2-1: 4
Cc1ccc(O)c(C)n1 is listed as yeast cln2 rad14: 7; mlh1 rad18: -3; bub3: 0; rad50: 4; yeast sgs1 mgt1: 0; yeast mec2-1: 14

Additional entries:
61: COc1ccc2c(c1)s/c(=N/N)n2CCCS(=O)(=O)O
62: C[N+](C)(C)C/C=C/C[N+](C)(C)C
63: C[CH2][Sn]([CH2]C)([O]C(=O)c1c(F)cccc1F)[O][Sn]([CH2]C)([CH2]C)[O]C(=O)c1c(F)cccc1F
64: C[n+]1ccc(Nc2ccc(NC(=O)c3ccc(N)cc3)cc2)cc1
65: CS(C)=NC(=Nc1ccccc1)c1ccccc1

assay / entry	61	62	63	64	65
yeast cln2 rad14	23	-22	72*	-5	-26
mlh1 rad18	12	2	78*	17	2
bub3	5	1	79*	6	10
rad50	6	10	81*	13	7
yeast sgs1 mgt1	21	-6	83*	9	-12
yeast mec2-1	-2	-3	82*	20	10

66: OCCN/N=C/c1ccncc1
67: COc1ccc(Br)c2c1CC(C(=O)O)CC2 (centres undefined)
68: COCCOC(=O)OCCOC
69: COc1cc(OC)c(/C=C/c2c3ccccc3cc[n+]2C)c(OC)c1
70: CCCC1CCCC1C (centres undefined)

assay / entry	66	67	68	69	70
yeast cln2 rad14	15	-17	-32	10	5
mlh1 rad18	24	3	12	54	-2
bub3	-14	12	-13	59	17
rad50	-4	8	-2	62	4
yeast sgs1 mgt1	-20	-10	5	69	8
yeast mec2-1	-52	4	4	49	4

71: COc1ccc2nc3cccc([N+](=O)[O-])c3c(NCCC(=O)O)c2c1
72: CC(=O)NNc1nc(C)c(C(=O)/C=C/c2ccc(/C=C/C(=O)c3sc(NNC(C)=O)nc3C)cc2)s1
73: Cc1ccc(/C=C/c2ccc3ccccc3c2)cc1
74: Cn1c2ccccc2c(=O)c2cc(NC(=O)CCCCC(=O)Nc3ccc4c(c3)c(=O)c3ccccc3n4C)ccc21
75: COc1ccc(/C=C/C(=O)c2ccccc(=O)c2O)c(OC)c1

assay / entry	71	72	73	74	75
yeast cln2 rad14	27	6	-15	-12	-34
mlh1 rad18	26	-35	-4	63	3
bub3	-5	-13	-5	-22	-1
rad50	56	-30	-7	80*	-6
yeast sgs1 mgt1	50	-38	9	-1	-7
yeast mec2-1	-19	-3	-9	12	-11

76: Nc1nc(NC(=S)Nc2ccc(C(=O)O)cc2)cc(=O)[nH]1
77: CCSc1c2ccccc2nc2c(OC)ccc(OC)c12
78: CC1(C)CC(=O)C=C(N2CCC(CCCC3CCN(C4=CC(=O)CC(C)(C)C4)CC3)CC2)C1
79: CC1=CCC23C(C1)OC(Br)(C=CC2(C)O)C3(C)C (centres undefined)
80: COC(=O)[C@]1(C)CCC[C@]2(C)C3=C[C@@H](O)[C@@]4(C(C)C)O[C@H]4[C@]3(O)CC[C@@H]12

assay / entry	76	77	78	79	80
yeast cln2 rad14	18	49	34	27	-3
mlh1 rad18	20	90*	6	26	-27
bub3	-8	39	11	26	-8
rad50	12	89*	1	18	-18
yeast sgs1 mgt1	13	63	39	22	-9
yeast mec2-1	17	35	-1	25	-29

81: CC1(C)OCC(C2OC(C)(C)OC2/C=C2/CC(=O)NC2=O)O1 (centres undefined)
82: NC(=Nc1ccccc1)c1ccc2c(c1)c1c(n2Cc2ccccc2)CCCC1
83: CC1=C(C(=O)Nc2ccccc2C)C(c2ccc(C3C(C(=O)Nc4ccccc4C)=C(C)NC(C)=C3C(=O)Nc3ccccc3C)cc2)C(C(=O)Nc2ccccc2C)=C(C)N1
84: Cc1nc2c(=O)[nH]c(=O)[nH]c2c(=O)[nH]1

assay / entry	81	82	83	84
yeast cln2 rad14	-1	95*	48	4
mlh1 rad18	-4	100*	85*	43
bub3	-3	98*	22	5
rad50	-14	99*	66	17
yeast sgs1 mgt1	4	100*	61	13
yeast mec2-1	4	99*	65	0

From PubChem BioAssay
